Screening results: PubChem BioAssay, several laboratories
ROMK mod = modulates human ROMK potassium channel activity | 2% of 130,000 active | Tet-inducible ROMK, thallium flux fluorescence; actives lie on both sides | P48048 | AID 1918 | B-score at 10 µM;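 active = signal ratio slope over the read window, or its plate-corrected B-score, at least 3 SD from the plate mean, either direction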;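 also: B-score of the F/F0 ratio slope over 7 to 12 s after thallium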
Target sequence (P48048 whole entry, looked up): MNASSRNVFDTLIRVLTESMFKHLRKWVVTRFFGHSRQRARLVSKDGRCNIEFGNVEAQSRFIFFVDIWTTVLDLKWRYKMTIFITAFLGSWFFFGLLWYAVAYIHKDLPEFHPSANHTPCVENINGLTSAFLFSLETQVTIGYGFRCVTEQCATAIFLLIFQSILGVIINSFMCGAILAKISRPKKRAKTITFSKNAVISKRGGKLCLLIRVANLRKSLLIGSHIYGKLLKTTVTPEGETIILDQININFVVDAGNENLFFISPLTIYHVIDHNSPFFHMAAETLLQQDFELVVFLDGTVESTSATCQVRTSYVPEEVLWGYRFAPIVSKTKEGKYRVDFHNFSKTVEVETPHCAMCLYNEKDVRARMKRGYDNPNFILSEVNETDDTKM
S1P3 antag = antagonists of human S1P3 receptor; CHO S1P3 NFAT-BLA reporter, FRET fluorescence, antagonist mode; inhibition, % at 4.98 µM; 0.27% of 170,000 active;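 active = inhibition above the plate cutoff, the mean inhibition of test wells on that plate plus 3 SD, cut at about 28% in these data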;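 also: cells challenged with S1P at its EC80 of 0.8 µM; blue over green emission ratio from cleaved BLA substrate after 4 h stimulation; 0% = S1P-stimulated wells and 100% = unstimulated DMSO-only wells; some compounds past the cut are filed as inactive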
Target sequence (Q99500 whole entry, looked up): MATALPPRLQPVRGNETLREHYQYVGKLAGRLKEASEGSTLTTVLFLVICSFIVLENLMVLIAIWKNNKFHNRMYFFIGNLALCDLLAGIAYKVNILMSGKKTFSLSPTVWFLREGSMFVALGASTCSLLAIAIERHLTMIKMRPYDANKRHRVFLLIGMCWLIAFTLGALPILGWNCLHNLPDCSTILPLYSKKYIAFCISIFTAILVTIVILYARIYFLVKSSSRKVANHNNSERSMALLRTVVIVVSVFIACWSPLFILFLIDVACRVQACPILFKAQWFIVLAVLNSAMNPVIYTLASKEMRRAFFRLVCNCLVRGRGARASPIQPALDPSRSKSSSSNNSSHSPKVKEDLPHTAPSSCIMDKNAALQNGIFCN
Active calls of the source: *.

Screens in order – ROMK mod, S1P3 antag
- O=C(NN1C(=O)CSC1=S)c1cccnc1
    0.0637, 7.5
- O=C(NCc1csc2ccccc12)Nc1cc(Cl)cc(Cl)c1
    -0.77, 2.5
- COc1ccc(N2C3=C(C(=O)CC(C)(C)C3)C(c3ccccc3OC)C3=C2CC(C)(C)CC3=O)cc1
    -1.24, 6.1
- COc1cc(NC(=O)Nc2ccc(Cl)c(Cl)c2)c(C(=O)O)cc1OC
    -0.161, 4.0
- O=C(CC(=O)N/N=C/c1ccc(F)cc1)N/N=C/c1ccc(F)cc1
    -0.206, 6.6
- CCN(c1ccccc1)S(=O)(=O)c1ccc(Cl)c(NC(=O)CN(C)C2CCN(C)CC2)c1
    -1.12, -2.3
- Cc1noc(C)c1C(=O)N1CCN(c2ccc(OCc3ccccc3)cc2)CC1
    0.574, 15.3
- COC(=O)c1ccc(NC(=O)CSc2nc3ncccc3[nH]2)cc1
    1.02, 4.4
- CC(C)(C)c1ccc(C(=O)Nc2ccc(F)cc2)s1
    0.377, 7.4
- CSc1sc(C(=O)N(C)C)cc1S(=O)(=O)C(C)C
    0.653, -12.0
- Cc1oc(S(=O)(=O)N2CCCC2)cc1C(=O)Nc1ccc(F)cc1
    -0.287, 6.4
- CC1(N(O)C=C2C=CC(=O)C=C2)CCCCC1=O (stereo not drawn)
    -0.469, -10.0
- CC(C)CN=CC1=C(O)c2ccccc2C1=O
    0.0127, -15.6
- O=C(/C=N/O)Nc1ccc2sc3ccccc3c2c1
    -2.79*, -8.2
- COc1ccc(C(=O)N/N=C/c2sc(=O)n(Cc3cccc(C(=O)O)c3)c2Cl)cc1
    0.552, 4.2
- CCOC(=O)C1CCN(C(=O)Nc2cccc(OC)c2)CC1
    -0.389, -0.9
- COc1ccc(-n2c(SCC(=O)O)nnc2-c2ccc(NC(=O)c3ccccc3)cc2)cc1
    1.56, -10.3
- CSc1cccc(NC(=O)OC2CCCCCCCCCCC2)c1
    0.829, 6.3
- NNC(=S)NC1CC2CC1C1C=CCC21 (stereo not drawn)
    -0.934, 12.5
- CCCN1C(=O)c2cc(C(=O)Nc3cccc(C(C)=O)c3)ccc2C1Nc1cccc(C(C)=O)c1 (stereo not drawn)
    -1.11, -0.7
- O=C(O)/C(=C\C(=O)c1ccccc1)Nc1ccccc1
    0.358, -2.9
- O=C(CN1CCN(Cc2ccccc2Cl)CC1)N/N=C/c1cccs1
    -0.368, 5.6
- O=C(CN1C(=O)C2CCCCC2C1=O)N1CCN(c2ncccn2)CC1 (stereo not drawn)
    -0.156, -10.0
- O=C(NCCc1ccc(Cl)cc1)Nc1ccc(Cl)cc1
    1.54, -4.6
- CC(C(=O)Nc1ccc2c(c1)OCCO2)N(c1ccccc1)S(C)(=O)=O (stereo not drawn)
    0.0773, -3.1
- Cc1ccc(S(=O)(=O)N2CCN(CC(=O)N/N=C\c3ccc(O)c(O)c3)CC2)cc1
    1.47, -11.4
- Cn1nc(-c2ccccc2)cc1NC(=O)C1CCCCC1
    -0.707, 22.3
- CC1CCN(C(=S)SCc2nc(N)nc(Nc3ccccc3)n2)CC1
    0.958, 3.9
- COC(=O)C(NC(=O)C(C)NC(=O)OCc1ccccc1)C(C)C (stereo not drawn)
    0.908, 7.9
- CSc1nnc(CCCCCNC(=O)OC(C)(C)C)o1
    -0.425, -6.7
- NS(=O)(=O)c1ccc(Sc2ccccn2)c([N+](=O)[O-])c1
    -0.274, 12.1
- O=C(O)COCC(=O)Nc1ccc(-n2nc(C(F)(F)F)cc2-c2cccs2)cc1
    -0.00669, 0.5
- O=C(O)CC(NNC(=O)c1ccccc1)C(=O)Nc1ccc([N+](=O)[O-])cc1 (stereo not drawn)
    0.311, -0.4
- CN1N=C2c3ccccc3CCC2C1c1ccc(C(F)(F)F)cc1 (stereo not drawn)
    0.487, 0.1
- N/N=C1\CCCc2c1[nH]c1ccc([N+](=O)[O-])cc21
    -0.267, -11.3
- CCN(CC)CCOC(=O)c1ccc([N+](=O)[O-])cc1
    0.18, 4.7
- Clc1ccc(N=C2SCCS2)cc1
    0.0597, -7.6
- O=C(NCCC1=CCCCC1)C1CCC(CNc2c(N3CCCCC3)c(=O)c2=O)CC1 (stereo not drawn)
    -0.251, -7.4
- CC1=NN(c2ccccc2)C(=O)/C1=C/c1cn(C)c2ccccc12
    -0.337, -8.8
- CC1=C(O)C(=O)OC1c1c(Cl)cccc1Cl (stereo not drawn)
    0.869, -2.8
- O=C1Nc2ccccc2C1Cc1ccccc1 (stereo not drawn)
    0.0142, 5.8
- CC1=C(C(=O)OC(C)C)C(c2ccc(C)o2)C(C(=O)OC(C)C)=C(C)N1
    -0.392, 0.4
- COC(=O)c1ccc(-c2ccc(/C=N/NC(=O)Cc3nnc(N)s3)o2)cc1
    0.279, 10.9
- CC12CCC(C(=O)N3CCOCC3)([C@H](Br)C1=O)C2(C)C (stereo partly drawn)
    -0.178, 0.3
- O=C(Nc1cc(=O)[nH]c2nc(-c3ccc(Cl)cc3)nn12)c1ccccc1
    0.826, 1.5
- CCN1C(=O)/C(=c2\sc3nc(=O)c(Cc4ccccc4)nn3c2=O)c2ccccc21
    0.0838, -6.3
- Cc1cc(C)n(-c2nc(NCCCN(C)C)c3c4c(sc3n2)CCCC4)n1
    -2.79, -8.3
- Cc1ccccc1NC(=O)C(Cc1ccccc1)n1cccc1 (stereo not drawn)
    -0.446, 23.9
- O=S(=O)(Nc1ccccc1)c1ccc2c(c1)CCO2
    -0.509, 5.7
- CCOC(=O)c1cnc(-n2nc(C)cc2C)nc1Oc1ccccc1F
    -0.103, -5.0
- CN(C)c1ccc(/C=N/NC(=O)c2nnn(-c3nonc3N)c2COc2ccc(F)cc2)cc1
    -0.335, 9.5
- Cc1ccc(NC(=O)Nc2cc(-c3ccccc3)nn2C)cc1Cl
    -0.00837, 6.9
- Cc1cc(C)c2c(CN3CCOCC3)cc(=O)oc2c1
    0.499, 0.4
- CSCCC(NS(=O)(=O)c1ccc2c(c1)oc(=O)n2C)C(=O)NCc1cccs1 (stereo not drawn)
    -1.58, -2.5
- CCCCC1(C)NC(=S)N2N1C(=S)NC2(C)CCCC (stereo not drawn)
    -0.0351, 12.3
- CCOc1ccc(-c2cc(C(=O)OC)nc3c2c(=O)n(C)c(=O)n3C)cc1
    1.79, 0.1
- COc1ccc(CCNC(=O)C(=O)Nc2ccc3nc4n(c(=O)c3c2)CCCCC4)cc1OC
    0.292, 5.0
- CC(=O)Nc1cccc(S(N)(=O)=O)c1C
    0.326, 2.4
- CCOC(=O)Cn1cc(Cl)c(=O)c(Cl)c1
    -0.0063, -7.2
- Cn1cccc1/C=N/NC(=O)c1ccccn1
    -0.0642, 0.1

Further entries follow:
Screens in order – ROMK mod, S1P3 antag
- O=C(NC(=S)Nc1ccc(CN2CCOCC2)cc1)c1ccc2c(c1)OCCO2
    -0.186, -2.8
- CCC[N+]1(CC#CC(O)(c2ccccc2)C2CCCCC2)CCCCC1 (stereo not drawn)
    -1.86, -4.7
- O=C(CSc1n[nH]c(=O)[nH]c1=O)c1ccccc1[N+](=O)[O-]
    -2.24, -7.8
- CC1(C)CC(=O)C2=C(C1)NC(=S)C(C#N)C21CCCCC1 (stereo not drawn)
    0.414, -1.8
- COc1ccc(CCNc2nc(-c3ccncc3)cs2)cc1OC
    -0.0668, 9.2
- Cc1ccc(NC(=O)COc2ccc(Br)cn2)cc1
    0.671, -3.5
- O=[N+]([O-])c1ccc(C2=Nn3c(Cn4nnc5ccccc54)nnc3SC2)cc1
    1.33, -3.4
- O=c1[nH]nc(SCCS(=O)(=O)c2ccc(F)cc2)n1-c1ccccc1C(F)(F)F
    -0.54, -3.7
- CCN(CC)Cc1ccc(OC)c(Cl)c1
    -0.012, -5.2
- CN(C)CCCN(Cc1cc2cc3c(cc2[nH]c1=O)OCCO3)C(=O)NC1CCCCC1
    0.033, -12.8
- O=C1C2CC(O)CN2C(=S)N1Cc1ccccc1 (stereo not drawn)
    0.314, -19.4
- COC(=O)c1ccccc1NC(=O)CSc1ncn[nH]1
    -1.23, -7.1
- CC(=O)Nc1ccc(NS(=O)(=O)c2ccc(C)cc2)cc1[N+](=O)[O-]
    -0.559, -21.4
- O=C(Nc1cccnc1)c1cc(-c2cc(Cl)ccc2O)n[nH]1
    0.334, -2.9
- CCOc1ccc(C2C(C(=O)c3ccc(C)o3)=C(O)C(=O)N2CCCN(CC)CC)cc1 (stereo not drawn)
    0.63, -11.6
- Cc1[nH]c(=S)c(C#N)c(C)c1Cc1ccc(Cl)cc1Cl
    0.408, 5.4
- Clc1ccccc1C1=Nn2c(nnc2-c2ccco2)SC1
    0.121, 9.2
- CCOC(=O)/C(C#N)=C/N1CCOCC1
    -0.73, -0.8
- Clc1ccc(Nc2c3c(nc4ncnn24)CCC3)cc1
    0.805, -3.1
- CCN(CC)CCN1C(=O)C(=O)/C(=C(/O)c2ccc(C)cc2)C1c1cccnc1 (stereo not drawn)
    0.156, -2.1
- CCNC(=O)c1ccccc1-c1nc(-c2ccccc2OC)no1
    0.792, -1.5
- COc1ccc(NC(=O)CCN2C(=O)[C@@H]3[C@H](C2=O)[C@H]2C=C[C@@H]3C2)cc1
    0.0664, -3.8
- COc1ccc(-c2nn(CCC#N)cc2C=C(C#N)C#N)cc1
    -0.688, 1.3
- Cc1ccc(SCc2noc(-c3c(C)noc3C)n2)cc1
    -0.418, 6.2
- Cn1c(N)c(C(=O)N/N=C/c2ccccc2)sc1=S
    -0.0602, 9.6
- S=c1[nH]nc(-c2cccs2)n1/N=C/c1cn(-c2ccccc2)nc1-c1cccs1
    0.108, 0.2
- COC(=O)c1ccc(C2c3c(oc4ccc(Cl)cc4c3=O)C(=O)N2CCN2CCOCC2)cc1 (stereo not drawn)
    0.626, 10.4
- CC(C)N(Cc1ccccc1)C(=O)c1ccc2nsnc2c1
    1.36, -20.8
- CN(C)CCNC(=O)C(=O)NCC1OCCN1S(=O)(=O)c1ccc2c(c1)OCCO2 (stereo not drawn)
    -1.36, 3.6
- CC(C)CCN1NC2(CCC(C)CC2)NC1=S (stereo not drawn)
    -0.672, -17.1
- N=C1/C(=C\c2ccc(-c3ccc(C(=O)O)cc3)o2)C(=O)N=C2SC=C(c3ccccc3)N12
    0.814, -11.9
- O=C(N/N=C/c1ccc([N+](=O)[O-])cc1)c1cnccn1
    -0.977, 10.5
- O=C(CCCCC(=O)N1CCOCCOCCOCC1)OCc1ccccc1
    -0.411, 0.9
- OCc1nc2ccccc2n1Cc1c(F)cccc1Cl
    -0.151, -2.6
- CCOc1ccc(-n2c(C)c(C(=O)OC)c3cc(O)ccc32)cc1
    0.607, 8.9
- COC(=O)c1cc(NC(=O)c2cc(C(C)(C)C)nn2Cc2cccc(C)c2)ccc1N1CCOCC1
    0.155, 6.0
- Cc1ccc(Cc2cc(-c3ccc(C)cc3)n[nH]c2=O)cc1
    -1.14, 0.3
- COC(=O)C(NC(C)=O)(Nc1cc(C)ccn1)C(F)(F)F (stereo not drawn)
    0.961, -11.9
- O=C(NCCc1ccccc1)C(=O)NCC1OCCN1S(=O)(=O)c1ccccc1 (stereo not drawn)
    0.982, 10.9
- CC(/C=C/c1ccco1)=N/NC(=O)C1COc2ccccc2O1 (stereo not drawn)
    -0.324, 7.5

Entries listed so far that contain a tert-butyl group:
Screens in order – ROMK mod, S1P3 antag
- CC(C)(C)c1ccc(C(=O)Nc2ccc(F)cc2)s1
    0.377, 7.4
- CSc1nnc(CCCCCNC(=O)OC(C)(C)C)o1
    -0.425, -6.7
- COC(=O)c1cc(NC(=O)c2cc(C(C)(C)C)nn2Cc2cccc(C)c2)ccc1N1CCOCC1
    0.155, 6.0

Next structures.
Screens in order – ROMK mod, S1P3 antag
- O=C(O)CCC(=O)NN1C(=O)c2ccccc2NC1c1ccc(F)cc1 (stereo not drawn)
    0.408, -8.2
- O=C(O)CCC(=O)Nc1ccc(-n2ccc(C(F)(F)F)n2)cc1
    1.11, 12.0
- CC(C)(C)c1cc(-c2n[nH]c(=S)n2-c2ccc(Cl)cc2)n[nH]1
    -0.317, 12.0
- Cc1cc(O)c(C(C)C)cc1N=Cc1ccccc1O
    0.303, 3.3
- O=C1/C(=C\c2ccccn2)SC(=S)N1c1ccc(S(=O)(=O)Nc2nccs2)cc1
    1.37, -2.1
- OC(CNCc1ccc2c(c1)OCO2)COc1ccccc1 (stereo not drawn)
    -1.22, 6.8
- O=C(Nc1ccc(F)cc1F)N1CCCN(c2ccc(C(F)(F)F)cn2)CC1
    -2.36, -1.2
- Cc1cc(Nc2ccccc2)n2nc(C)c(-c3ccccc3)c2n1
    -0.229, -5.5
- CCCC(=O)Nc1ccccc1-c1nnc(SCC)[nH]c1=O
    -0.944, -4.7
- CCOC(=O)C1CCN(C(=O)c2cccnc2Oc2ccc(Cl)cc2)CC1
    0.456, 6.7
- O=C1NC(=Nc2cccc(O)c2)S/C1=C\c1cccnc1
    -0.00121, -17.4
- CCOc1ccc(CCNC(=O)c2ccc3nc(N4CCOCC4)sc3c2)cc1OCC
    -0.181, -5.2
- COc1ccc(Oc2ccc(C(F)(F)F)cc2NC(=O)c2ccc(OC)cc2)cc1
    0.203, 8.4
- O=C(NCc1ccc(F)cc1)C1CCC(CNc2c(N3CCCCC3)c(=O)c2=O)CC1 (stereo not drawn)
    0.397, 4.0
- c1ccc(-c2c[n+]3c(n2-c2ccccc2)CCC3)cc1
    0.472, -9.5

This is a subset; rates above refer to the full screens.
